# Compound activity as filed in PubChem.
# HIF-2a block: blocks HIF-2a reporter activity | 786-0 RCC cells HIF-2a reporter, luciferase luminescence, overnight | inhibition, % at 18.8 µM | hit rate 0.72% among 360,000 | AID 624352;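 active means inhibition of the luminescence signal of 40% or more relative to plate controls, in a single-dose primary screen at 18.75 µM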
# MITF TRPM1 inh: inhibitors of MITF-driven TRPM1 promoter in melanoma cells; SK-MEL-5 TRPM1 promoter luciferase, 24 h; inhibition, % at 12.5 µM; hit rate 0.83% among 330,000; AID 488899;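 active means mean inhibition across replicates of 60% or more, whatever share of single replicates reaches that level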; further: values of inactives mirror those of a sister screen read the other way
# PDI turbidity: PDI (human) enzyme inhibition. hit rate 0.052% among 350,000. AID 588391. PDI insulin aggregation turbidity, A650, 90 min. P07237. inhibition, % at 10 µM;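 active means mean inhibition across replicates of 30% or more, whatever share of single replicates reach that level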;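 further: absorbance from insulin aggregation driven by PDI reduction with DTT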
# Target sequence (P07237 whole entry, looked up): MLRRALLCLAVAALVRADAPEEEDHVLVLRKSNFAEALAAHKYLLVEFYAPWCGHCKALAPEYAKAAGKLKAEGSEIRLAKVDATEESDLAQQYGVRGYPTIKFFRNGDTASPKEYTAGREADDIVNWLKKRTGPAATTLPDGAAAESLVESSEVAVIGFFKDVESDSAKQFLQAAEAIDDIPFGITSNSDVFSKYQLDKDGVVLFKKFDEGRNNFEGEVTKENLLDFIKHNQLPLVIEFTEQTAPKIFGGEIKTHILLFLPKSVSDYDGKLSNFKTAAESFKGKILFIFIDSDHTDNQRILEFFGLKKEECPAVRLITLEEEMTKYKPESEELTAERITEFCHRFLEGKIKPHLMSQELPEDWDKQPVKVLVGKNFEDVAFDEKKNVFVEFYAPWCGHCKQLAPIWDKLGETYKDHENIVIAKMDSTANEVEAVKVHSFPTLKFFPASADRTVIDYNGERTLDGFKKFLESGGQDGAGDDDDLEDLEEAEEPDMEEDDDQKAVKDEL
# KKLEB cytotox: counter-screen for CF NF-kB inhibitors: cytotoxicity. activity change (cytotoxicity), % at 5 µM. KKLEB CF airway cells viability, ATPlite luminescence, overnight; stronger effect = lower value; cells stimulated with P. aeruginosa culture filtrate. hit rate 0.36% among 360,000. AID 602141;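 active means corrected activity change at or below -50% at 5 µM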
# Vif inh: blocks HIV Vif function. HEK293T cells, Vif self-association by quenched fluorescence, imaging, 24 h. inhibition, % at 7.49 µM. hit rate 0.35% among 340,000. AID 602346; in the data active means inhibition above about 50%, passing the limit was not always enough; further: some results filed as inactive read as strong as hits
# CaV13 FRET inh: Disruptors of the CACNA1D IQ motif to Ca2+-dependent inactivation inhibitor domain association, primary screening, Förster resonance energy transfer in intact living …; HEK cells, CFP/YFP FRET ICDI-IQ, plate reader, 10 min; percent FRET-ratio fall versus neutral wells; inhibition, % at 12.3 µM; hit rate 0.098% among 340,000;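 active means mean replicate inhibition of at least 30% and at least 1% of replicates passing that level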;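 further: 0% = median of the neutral control wells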
# Peg3 promoter: reduces Peg3 promoter-driven luciferase expression in HeLa; hit rate 1.7% among 360,000; inhibition, % at 20 µM; HeLa PEG-Prom luciferase reporter, luminescence, overnight;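 active means inhibition of at least 50% at 20 µM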
# Shn3 inh set2: reduces Shn3 3'UTR luciferase signal in osteoblasts; Clone20 osteoblast Shn3 3'UTR firefly luciferase, 24 h; inhibition, % at 12.5 µM; hit rate 0.52% among 360,000; AID 588674;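 active means mean inhibition of at least 75% with every replicate also reaching 75%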;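 further: 0% = median of neutral control wells and 100% = pilot-screen positive control compound; some compounds past the cut are filed as inactive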
# NR2E3 ag-1: activates human NR2E3 receptor; AID 602229; Q9Y5X4; inhibition of corepressor binding, % at 3.98 µM; CHO-S Gal4-NCOR/VP16-NR2E3 two-hybrid, luciferase; hit rate 0.35% among 360,000;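 active means inhibition above the mean of all tested compounds plus 3 SD, cut at about 70% in these data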;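 further: 0% = DMSO with NR2E3 transfected cells and 100% = cells lacking NR2E3 construct; higher means lower luciferase signal from less NR2E3 corepressor binding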
# Target sequence (Q9Y5X4 whole entry, looked up, the tested form may be a part): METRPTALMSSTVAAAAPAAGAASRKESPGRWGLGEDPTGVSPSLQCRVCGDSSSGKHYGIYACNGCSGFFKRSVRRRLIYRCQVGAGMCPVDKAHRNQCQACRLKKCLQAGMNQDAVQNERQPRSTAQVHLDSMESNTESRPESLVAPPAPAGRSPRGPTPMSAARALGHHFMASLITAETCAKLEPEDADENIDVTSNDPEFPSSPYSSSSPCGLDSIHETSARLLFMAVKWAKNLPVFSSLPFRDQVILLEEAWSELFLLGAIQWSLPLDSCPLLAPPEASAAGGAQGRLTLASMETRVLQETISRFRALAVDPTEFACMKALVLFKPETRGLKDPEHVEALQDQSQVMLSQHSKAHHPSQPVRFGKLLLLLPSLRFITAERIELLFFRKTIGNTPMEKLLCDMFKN
# NR2E3 ag-2: agonists of human nuclear receptor NR2E3; Q9Y5X4; GST-NR2E3/biotin-RetCOR TR-FRET, 1536-well; inhibition of corepressor binding, % at 4.78 µM; hit rate 0.12% among 320,000; AID 2300;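 active means percent inhibition above the cutoff of mean plus 3 SD of all tested compounds, set per screening campaign, cut at about 20% in these data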;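 further: 0% = DMSO wells and 100% = biotin wells as full block of FRET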
#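 Material: NR2E3–RetCOR corepressor complex | Quantity: 1.35 nM GST-tagged NR2E3 final | Schedule: 5 h at 4 °C | Replication: Singlicate compound wells | Reagent: RetCOR corepressor, biotinylated, 7 nM | Controls: Biotin wells as high control, 0.6% DMSO wells as low control | Signal: TR-FRET, Eu(K)-anti-GST donor, streptavidin-D2 acceptor, ex 340, em 617/671 nm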
# CF NFkB block: inhibitors of cystic fibrosis induced NF-kB; KKLEB NF-kB-GFP reporter, PAF-induced, GFP fluorescence overnight; inhibition, % at 5 µM; hit rate 0.86% among 360,000; AID 588850;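 active means at least 50% inhibition at 5 µM, scaled per plate between neutral and stimulator controls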;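 further: PAF is a Pseudomonas aeruginosa culture filtrate used as stimulus; plate controls were PAF-stimulated DMSO wells for no effect and unstimulated DMSO wells for full effect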
# Active calls of the source: *; x = not tested or not shown.
# Values run as follows: HIF-2a block	MITF TRPM1 inh	PDI turbidity	KKLEB cytotox	Vif inh	CaV13 FRET inh	Peg3 promoter	Shn3 inh set2	NR2E3 ag-1	NR2E3 ag-2	CF NFkB block
- C=CCOc1cccc(/C=N/NC(=O)C(OC)c2ccccc2)c1 (configuration not stated)
→ 13	2	-38	-11	0	-5	15	16	17	1	15
- COc1ccc(CNC(=O)CCC(=O)n2ncc3cc(C)ccc32)cc1
→ -2	x	x	-5	13	-6	-4	-3	24	0	12
- O=C1NCCCC2c3c(cc(Br)c(O)c3Br)OC12N1CCCCC1 (configuration not stated)
→ 14	1	6	4	1	-5	-1	9	-3	0	3
- Cn1c(C(=O)NCCC2=CCCCC2)cc2c(=O)n3ccccc3nc21
→ -167	-61	13	2	-8	-9	-134	-69	-8	2	-25
- O=C(Nc1cc([N+](=O)[O-])ccc1Cl)C(Sc1ccccc1)c1ccccc1 (configuration not stated)
→ 21	4	13	-1	-8	x	28	9	19	2	5
- COc1cccc(-c2noc(C3CCCN(C(=O)c4cccc(F)c4)C3)n2)c1 (configuration not stated)
→ -91	9	13	-6	-3	-3	-54	-14	-22	x	11
- Cc1cccc(N2CC(C(=O)Nc3nnc(SCc4cccnc4)s3)CC2=O)c1 (configuration not stated)
→ 4	8	1	6	-1	-3	12	-6	-14	0	-11
- Cn1c(=O)[nH]c(=O)c2[nH]c(N(Cc3ccccc3)Cc3ccccc3)nc21
→ 41*	4	-6	1	-10	x	24	4	7	-1	-3
- CCOC(=O)c1c(C)n(C)c2ccc(OC)c(NS(=O)(=O)CC)c12
→ 11	4	11	-17	1	-5	5	18	-8	0	11
- CC(=O)NNc1ccc(C(F)(F)F)cc1[N+](=O)[O-]
→ 2	-5	-2	-12	x	-8	13	-4	0	3	3

# Further results:
# Values run as follows: HIF-2a block	MITF TRPM1 inh	PDI turbidity	KKLEB cytotox	Vif inh	CaV13 FRET inh	Peg3 promoter	Shn3 inh set2	NR2E3 ag-1	NR2E3 ag-2	CF NFkB block
- CCOC1CC(C)(C)NC(=S)N1 (configuration not stated)
→ 11	0	7	12	0	-5	-11	-19	9	-4	1
- OC1CCCN(CC(O)COC(c2ccc(F)cc2)c2ccc(F)cc2)C1 (configuration not stated)
→ 3	16	-3	-5	x	-3	-3	-9	12	0	-6
- C=C(C)CN(CC)Cc1c(C(=O)N(C)CCCC)nc2ccccn12
→ 14	-3	4	3	-4	11	15	-15	-2	2	-12
- OC[C@@H]1CN(Cc2ccncc2)C[C@H](n2cnc3c(NC4CCCC4)ncnc32)O1
→ 10	x	-10	-8	12	-4	3	5	14	x	6
- NC(=O)C1CCN(CC(=O)Nc2ccc(S(=O)(=O)N3CCOCC3)cc2)CC1
→ 13	-4	3	1	-4	-4	-5	2	-46	3	-2
- CN(CC1COCCO1)c1nc2nonc2nc1N1CCSCC1 (configuration not stated)
→ 24	10	1	1	-2	-5	1	25	11	5	3
- COc1ccc(CSc2cccc3cccnc23)cc1[N+](=O)[O-]
→ -97	0	-4	5	-3	-14	-38	-14	-51	-1	5
- CCOC(=O)c1c(C)[nH]c(/C(C)=N/O)c1C
→ 1	8	-3	2	1	-5	9	-11	-7	3	3
- O=[n+]1c2c(n([O-])c3cc(F)ccc31)CCCC2
→ 11	5	-1	-1	x	-3	12	-12	-4	2	-5
- O=[N+]([O-])c1ccc(Nc2nc(N/N=C\c3ccc4c(c3)OCO4)nc(N3CCCCC3)n2)cc1
→ -7	11	7	-3	-2	-4	45	47	-31	2	-13

# Later entries:
# Values run as follows: HIF-2a block	MITF TRPM1 inh	PDI turbidity	KKLEB cytotox	Vif inh	CaV13 FRET inh	Peg3 promoter	Shn3 inh set2	NR2E3 ag-1	NR2E3 ag-2	CF NFkB block
- COCCNC(=O)[C@@H]1CCCN1S(=O)(=O)c1cccc2cccnc12
→ 10	-3	-2	-10	-2	-11	-1	6	8	-1	-12
- Oc1c(Br)cc(Br)cc1/C=N/c1nc2c(s1)CCCC2
→ -5	-2	-12	13	-2	x	13	1	17	6	9
- CN1OC[C@@H]2CN(S(=O)(=O)c3cccc4ccccc34)[C@H](c3ccc(N4CCCCC4)cc3)C[C@@H]21
→ 7	x	x	-4	1	-6	-9	22	10	x	1
- Cc1ccc(CS(=O)Cc2ccc(C(=O)NCc3ccccc3)o2)cc1 (configuration not stated)
→ 10	-5	5	2	18	-5	6	-25	-19	2	-6
- CCn1c(CSc2ncn[nH]2)nc2cc(C(=O)O)ccc21
→ 8	13	0	-16	-1	-2	4	17	-31	3	4
- CC(C)c1cc(C(=O)N2CCCC(CCC(=O)NCc3ccccc3F)C2)n(C)n1 (configuration not stated)
→ 5	5	-3	12	-6	-1	26	30	-15	2	-20
- Cc1ccccc1-n1c(=O)n(Cc2ccccc2)c(=O)c2[nH]cnc21
→ 15	-2	-3	-12	-5	-13	8	3	-21	-1	14
- O=C(Nc1cccc(O)c1)c1cc(-c2ccco2)on1
→ -334	-68	3	21	x	x	-387	-33	-3	-1	-9
- O=S(=O)(N1CCCCC1)n1c(Cc2ccccc2)nc2ccccc21
→ 18	10	-1	-6	-2	x	10	-6	-16	2	13
- O=C(CSc1nnc(Cc2ccsc2)o1)c1ccccc1
→ -73	x	4	-5	16	-5	-114	-2	-18	2	2

# The list continues:
# Values run as follows: HIF-2a block	MITF TRPM1 inh	PDI turbidity	KKLEB cytotox	Vif inh	CaV13 FRET inh	Peg3 promoter	Shn3 inh set2	NR2E3 ag-1	NR2E3 ag-2	CF NFkB block
- COc1ccc(NC(C)=O)cc1NC(C)C(=O)Nc1cccc2ccccc12 (configuration not stated)
→ -119	3	10	4	-2	-5	-245	-2	4	2	-15
- Cc1ccc(OCCn2c(=O)cnc3ccccc32)cc1
→ -110	11	13	-22	-16	-6	-84	-24	-24	1	18
- O=C(NNC(=O)c1ccc(=O)[nH]c1)c1ccc(NS(=O)(=O)c2cccs2)cc1
→ 3	-14	8	-9	-13	-5	-8	10	-20	-4	3
- CC(C)NC(=O)c1cc(C2CCCCN2C(=O)c2ccc(Cl)cc2)on1 (configuration not stated)
→ -1	x	4	2	-2	-8	-8	-15	-2	x	-5
- CCOc1ccccc1N1CC(C(=O)Nc2ccc(C(=O)O)cc2)CC1=O (configuration not stated)
→ 11	4	4	-7	10	x	2	12	-18	-1	4
- CCCCC(=O)Nc1nnc(CCc2ccccc2)s1
→ -15	-2	4	-15	-1	-2	-4	-3	2	1	26
- Cc1ccc(N2C(=O)C(Cl)=C(N3CCCCCC3)C2=O)cc1
→ -81	-15	3	0	-5	-2	-33	-19	-48	0	5
- COc1ccccc1N(Cc1ccccc1)S(=O)(=O)c1cccc(C(=O)Nc2cc(C)ccn2)c1
→ -8	5	5	-10	-11	x	-62	47	-131	0	-8
- Cc1cc2cc(CNC(=O)Nc3cccc(Cl)c3)ccc2n1C
→ -20	-9	1	14	x	-5	-15	-4	-14	2	-21
- C[C@H](NC(=O)[C@H](Cc1ccccc1)n1c(=O)[nH]c2ccccc2c1=O)C(=O)N1CCC[C@H]1C(=O)O
→ 6	4	x	-7	-2	x	1	-12	-14	-3	16

# Record cards (already shown). Screens in order: HIF-2a block | MITF TRPM1 inh | PDI turbidity | KKLEB cytotox | Vif inh | CaV13 FRET inh | Peg3 promoter | Shn3 inh set2 | NR2E3 ag-1 | NR2E3 ag-2 | CF NFkB block
# Cc1cc2cc(CNC(=O)Nc3cccc(Cl)c3)ccc2n1C reads -20 | -9 | 1 | 14 | x | -5 | -15 | -4 | -14 | 2 | -21
# Cc1ccc(N2C(=O)C(Cl)=C(N3CCCCCC3)C2=O)cc1 reads -81 | -15 | 3 | 0 | -5 | -2 | -33 | -19 | -48 | 0 | 5
# COc1ccc(NC(C)=O)cc1NC(C)C(=O)Nc1cccc2ccccc12 (configuration not stated) reads -119 | 3 | 10 | 4 | -2 | -5 | -245 | -2 | 4 | 2 | -15

# Filtered by structure: the entries above with a nitro group on carbon
# Values run as follows: HIF-2a block	MITF TRPM1 inh	PDI turbidity	KKLEB cytotox	Vif inh	CaV13 FRET inh	Peg3 promoter	Shn3 inh set2	NR2E3 ag-1	NR2E3 ag-2	CF NFkB block
- O=C(Nc1cc([N+](=O)[O-])ccc1Cl)C(Sc1ccccc1)c1ccccc1 (configuration not stated)
→ 21	4	13	-1	-8	x	28	9	19	2	5
- CC(=O)NNc1ccc(C(F)(F)F)cc1[N+](=O)[O-]
→ 2	-5	-2	-12	x	-8	13	-4	0	3	3
- COc1ccc(CSc2cccc3cccnc23)cc1[N+](=O)[O-]
→ -97	0	-4	5	-3	-14	-38	-14	-51	-1	5
- O=[N+]([O-])c1ccc(Nc2nc(N/N=C\c3ccc4c(c3)OCO4)nc(N3CCCCC3)n2)cc1
→ -7	11	7	-3	-2	-4	45	47	-31	2	-13

# (further entries)
# Values run as follows: HIF-2a block	MITF TRPM1 inh	PDI turbidity	KKLEB cytotox	Vif inh	CaV13 FRET inh	Peg3 promoter	Shn3 inh set2	NR2E3 ag-1	NR2E3 ag-2	CF NFkB block
- CC1(C)CC(NC(=O)C(F)(F)F)CC(C)(C)N1OC(=O)c1ccco1
→ 20	11	-7	6	8	-5	18	-6	0	2	-12
- C=CCNC(=S)N(Cc1ccccc1)Cc1ccc(F)cc1
→ 12	-6	13	-17	6	-2	-1	9	-19	-4	10
- CC(Sc1nnc(-c2cccs2)n1-c1ccccc1)C(=O)NCc1ccc2c(c1)OCO2 (configuration not stated)
→ 10	3	1	3	-5	0	6	8	-15	2	-23
- Cc1ccc(NC(=O)CSCC(=O)N2CCCc3ccccc32)cc1
→ -28	0	-11	-10	-4	-8	-5	-5	10	0	24
- Cn1c(-c2ccccc2)cnc1NCc1cc(Cl)ccc1O
→ -18	-22	0	2	2	-2	-86	-5	-32	x	-1
- Cc1[nH]n(-c2ccccc2)c(=O)c1C=Nc1ccc2[nH]c(=O)[nH]c2c1
→ 9	6	-16	1	3	-2	23	0	14	-3	0
- COc1cccc(C(=O)Nc2nc(-c3ccccc3)c(-c3ccccc3)o2)c1
→ -22	25	6	4	2	-7	-14	4	-19	2	-13
- CC(C)S(=O)(=O)c1csc(C(=O)NNC(=O)Nc2ccccc2)c1Cl
→ -8	-9	0	3	4	-5	8	-32	19	0	-31
- COc1cccc(NC(=O)CN(C)C(=O)CCCc2c[nH]c3ccccc23)c1
→ -1	-6	-1	4	-1	-5	1	14	-7	3	2
- Cc1ccc(C)c(NC(=O)CCC(=O)OC(C(=O)c2ccccc2)c2ccccc2)c1 (configuration not stated)
→ 14	3	-12	-6	-28	-4	24	5	16	-3	1
- CCOC(=O)C1CCN(C(=O)c2ccc3c(=O)n4nc(Nc5cc(C)ccc5C)sc4nc3c2)CC1
→ 17	-3	4	-9	-4	-6	22	0	-16	1	8
- Cn1c(=O)cc(SCC(=O)N2CCN(Cc3ccc4c(c3)OCO4)CC2)c2ccccc21
→ 16	20	0	-10	x	x	-6	14	-6	0	-29
- CC(=O)c1cccc(NC(=O)Oc2ccccc2)c1
→ -6	4	3	-7	1	-5	18	-8	13	2	-6
